# NR2E3 ag-1: activates human photoreceptor nuclear receptor NR2E3. GST-NR2E3/biotin-RetCOR TR-FRET, 1536-well. inhibition of corepressor binding, % at 4.78 µM. hit rate 0.12% among 320,000. AID 2300;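 active = percent inhibition above the cutoff of mean plus 3 SD of all tested compounds, set per screening campaign, cut at about 20% in these data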;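 also: 0% = DMSO wells and 100% = biotin wells as full block of FRET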
# Target sequence (Q9Y5X4 whole entry, looked up): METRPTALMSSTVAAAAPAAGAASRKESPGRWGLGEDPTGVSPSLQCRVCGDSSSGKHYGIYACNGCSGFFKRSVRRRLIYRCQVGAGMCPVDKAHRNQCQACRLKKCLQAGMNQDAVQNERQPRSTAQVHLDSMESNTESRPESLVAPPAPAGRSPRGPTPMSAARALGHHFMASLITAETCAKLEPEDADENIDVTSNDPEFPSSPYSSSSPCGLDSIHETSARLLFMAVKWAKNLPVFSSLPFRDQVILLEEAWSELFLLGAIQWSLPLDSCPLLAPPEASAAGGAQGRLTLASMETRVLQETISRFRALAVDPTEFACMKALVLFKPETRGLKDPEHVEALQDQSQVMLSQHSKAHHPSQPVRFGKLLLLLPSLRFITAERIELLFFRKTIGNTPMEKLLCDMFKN
#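 Material: NR2E3–RetCOR corepressor complex | Quantity: 1.35 nM GST-tagged NR2E3 final | Schedule: 5 h at 4 °C | Replication: Singlicate compound wells | Reagent: RetCOR corepressor, biotinylated, 7 nM | Controls: Biotin wells as high control, 0.6% DMSO wells as low control | Signal: TR-FRET, Eu(K)-anti-GST donor, streptavidin-D2 acceptor, ex 340, em 617/671 nm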
# NR2E3 ag-2: agonists of human NR2E3 nuclear receptor; hit rate 0.35% among 360,000; inhibition of corepressor binding, % at 3.98 µM; CHO-S Gal4-NCOR/VP16-NR2E3 two-hybrid, luciferase; Q9Y5X4; AID 602229;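 active = inhibition above the mean of all tested compounds plus 3 SD, cut at about 70% in these data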;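 also: 0% = DMSO with NR2E3 transfected cells and 100% = cells lacking NR2E3 construct; higher means lower luciferase signal from less NR2E3 corepressor binding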
# iPSC survival up: enhancers of human iPSC single-cell survival; hiPSC single-cell survival, ATPlite luminescence; 100% = ROCK inhibitor wells, 0% = DMSO; survival enhancement, % at 20 µM; hit rate 0.044% among 360,000; AID 602274; in the data active = survival enhancement above about 18%;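 also: cells exposed to compounds for 16 hours before the ATP read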
# Peg3 promoter: inhibitors of Peg3 promoter; HeLa PEG-Prom luciferase reporter, luminescence, overnight; inhibition, % at 20 µM; hit rate 1.7% among 360,000;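 active = inhibition of at least 50% at 20 µM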
# Shn3 3UTR inh: Schnurri-3 reporter inhibition in Clone20 osteoblasts | inhibition, % at 12.5 µM | Clone20 osteoblast Shn3 3'UTR firefly luciferase, 24 h | hit rate 0.52% among 360,000;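 active = mean inhibition of at least 75% with every replicate also reaching 75%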;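 also: 0% = median of neutral control wells and 100% = pilot-screen positive control compound; some compounds past the cut are filed as inactive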
# LMP1 NFkB inh: inhibitors of Epstein-Barr LMP1-induced NF-kappaB reporter. LMP1-induced NF-kappaB luciferase reporter cells, luminescence. inhibition, % at 12.5 µM. hit rate 0.69% among 350,000; in the data active = inhibition above about 41%;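 also: 0% = neutral control wells and 100% = reference inhibitor control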
# HIF-2a block: HIF-2a inhibition | AID 624352 | hit rate 0.72% among 360,000 | 786-0 RCC cells HIF-2a reporter, luciferase luminescence, overnight | inhibition, % at 18.8 µM;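 active = inhibition of the luminescence signal of 40% or more relative to plate controls, in a single-dose primary screen at 18.75 µM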
# KKLEB tox: reduces viability of KKLEB cystic fibrosis airway cells | KKLEB CF airway cells viability, ATPlite luminescence, overnight; hits give low values; cells stimulated with P. aeruginosa culture filtrate | activity change (cytotoxicity), % at 5 µM | hit rate 0.36% among 360,000 | AID 602141;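 active = corrected activity change at or below -50% at 5 µM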
# C8 TRAIL sens: caspase-8 TRAIL sensitization. NB7+C8 cells + TRAIL, ATPlite viability luminescence. inhibition (viability loss, TRAIL sensitization), % at 10 µM. hit rate 1% among 360,000;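 active = compounds causing at least 50% loss of cell viability in the single-dose screen, relative to plate controls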
# CF NFkB inh: inhibitors of cystic fibrosis induced NF-kB; KKLEB NF-kB-GFP reporter, PAF-induced, GFP fluorescence overnight; inhibition, % at 5 µM; hit rate 0.86% among 360,000; AID 588850;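 active = at least 50% inhibition at 5 µM, scaled per plate between neutral and stimulator controls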;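 also: PAF is a Pseudomonas aeruginosa culture filtrate used as stimulus; plate controls were PAF-stimulated DMSO wells for no effect and unstimulated DMSO wells for full effect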
# MITF TRPM1 inh: reduces MITF-dependent TRPM1 promoter luciferase signal; SK-MEL-5 TRPM1 promoter luciferase, 24 h; inhibition, % at 12.5 µM; hit rate 0.83% among 330,000;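 active = mean inhibition across replicates of 60% or more, whatever share of single replicates reaches that level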; also: values of inactives mirror those of a sister screen read the other way
# * marks the source's active call; other numbers are inactive results; x = not tested or not shown.
# The opening 3 entries as a preview:
Structure	NR2E3 ag-1	NR2E3 ag-2	iPSC survival up	Peg3 promoter	Shn3 3UTR inh	LMP1 NFkB inh	HIF-2a block	KKLEB tox	C8 TRAIL sens	CF NFkB inh	MITF TRPM1 inh
O=S1(=O)CC(NCc2ccccc2)C(Nc2ccc(Cl)cc2)C1 (stereo not given)	3	9	0.6	-92	-27	-18	-60	-17	-16	7	1
Cc1cc2ccccn2c1C(=O)c1ccc(N/N=C/c2ccc(C(=O)O)cc2)c([N+](=O)[O-])c1	x	8	-0.3	22	3	-2	3	-23	-3	41	-2
COc1cc(NC(=O)c2ccc(-c3ccnn3C)c3ccoc23)cc(OC)c1OC	x	-14	-2.8	-108	-4	x	-194	-10	22	-7	x

# This part in full, repeating the preview:
Structure	NR2E3 ag-1	NR2E3 ag-2	iPSC survival up	Peg3 promoter	Shn3 3UTR inh	LMP1 NFkB inh	HIF-2a block	KKLEB tox	C8 TRAIL sens	CF NFkB inh	MITF TRPM1 inh
O=S1(=O)CC(NCc2ccccc2)C(Nc2ccc(Cl)cc2)C1 (stereo not given)	3	9	0.6	-92	-27	-18	-60	-17	-16	7	1
Cc1cc2ccccn2c1C(=O)c1ccc(N/N=C/c2ccc(C(=O)O)cc2)c([N+](=O)[O-])c1	x	8	-0.3	22	3	-2	3	-23	-3	41	-2
COc1cc(NC(=O)c2ccc(-c3ccnn3C)c3ccoc23)cc(OC)c1OC	x	-14	-2.8	-108	-4	x	-194	-10	22	-7	x
Cc1ccc(S(=O)(=O)N2CCOCC2)cc1NC(=O)COC(=O)CNC(=O)c1ccc(C(C)(C)C)cc1	2	-17	-1.8	1	8	1	-4	-10	-6	8	-2
CCOc1ccccc1OCCC(=O)OCC(=O)Nc1c(C)nn(-c2ccccc2)c1C	0	12	0.1	9	-1	-8	6	5	-26	-14	-9
COc1cc(NC(=O)CSc2nnnn2Cc2ccccc2)cc(OC)c1	3	0	-1.3	4	7	-4	9	3	-7	3	3
Cc1cnc(NC(=O)COc2ccc3c(c2)CCC3)s1	1	-11	-0.4	-42	-78	-29	-157	2	7	-10	-36
C/C(N)=C(/C#N)C(=O)CSc1nnc(-c2ccc3c(c2)OCO3)o1	3	-86	2.4	-53	7	16	-103	0	5	-6	20
O=C(Cn1cnc2c(nnn2Cc2ccc(F)cc2)c1=O)NCc1ccc(F)cc1	0	-38	0.0	22	13	-3	7	-10	-14	0	20
CC(OC(=O)Cc1c[nH]c2ccccc12)C(=O)Nc1ccccc1[N+](=O)[O-] (stereo not given)	-6	13	-0.3	-24	1	-8	7	19	1	7	10
COc1cccc(C(=O)Nc2cc3c(cc2C(C)=O)OCCO3)c1	0	-3	1.6	-115	-37	-45	-140	18	0	-24	-8
O=C(COC(=O)c1ccc(O)cc1)Nc1cc(S(=O)(=O)N2CCCCCC2)ccc1Cl	x	1	-1.6	27	12	-4	13	-4	5	-2	x
CCC(=O)Nc1nc(CC(=O)Nc2ccccc2OC)cs1	4	1	4.1	-6	8	2	1	-1	-17	16	5
O=C(NCC1COc2ccccc2O1)C1CCN(S(=O)(=O)c2ccccc2)CC1 (stereo not given)	x	0	0.5	12	11	3	-12	-3	-7	11	4
CCC(CC)NC(=O)c1cc([N+](=O)[O-])ccc1N1CCOCC1	-1	-26	-0.5	6	-5	0	4	-2	0	14	7
CC(C)c1ccc(NC(=O)COc2ccc(C3SCCS3)cc2)cc1	3	-32	-0.3	10	1	-3	8	-4	-6	10	13
Cc1nn(S(=O)(=O)c2ccc(F)cc2)c(C)c1S(=O)(=O)N1CCOCC1	-3	-23	0.7	7	-14	3	7	-5	-5	13	6
COc1ccc(CCNC(=O)c2ccc3c(c2)NC(=O)C(N2CCOCC2)S3)cc1OC (stereo not given)	2	-16	-0.6	21	0	7	12	2	8	-5	2
O=C(NCC1CCCCC1)c1cccc(S(=O)(=O)N2CCCC2)c1	-1	-13	-0.1	12	1	0	0	9	-7	-5	x
COc1cccc(C2=NOC(C(=O)Nc3ccc(C(C)=O)cc3)C2)c1 (stereo not given)	-4	-32	0.5	-104	-55	-9	-156	10	-10	-24	-52
Cc1ccc(/C=C(\C#N)C(=O)NCC2CCCO2)o1 (stereo not given)	4	-15	0.4	-61	-4	3	-53	4	-10	3	-8
NC(=O)c1ccc(NC(=O)CNCc2ccccc2Cl)cc1	1	-6	0.0	-12	-10	-11	-11	-2	-2	6	x
CCOC(=O)c1cn(-c2ccc([N+](=O)[O-])cc2)c2cc(Cl)c([N+](=O)[O-])cc2c1=O	4	30	0.8	17	12	-2	-1	8	1	-16	14
COc1ccnc(NCc2cccnc2)c1C#N	4	-4	0.7	11	-14	-5	-3	5	6	-5	-2
O=C(O)COCC(=O)N1CCN(C2c3ccccc3-c3ccccc32)CC1	1	26	-0.3	11	-5	9	9	-14	-11	-8	4
CCNC(=S)NNC(=O)c1cc(C2CC2)nc2ccccc12	0	3	-2.3	12	12	3	20	-2	-9	-2	4
CC(C(=O)Nc1ccc(Cl)cc1)c1ncc(C(F)(F)F)cc1Cl (stereo not given)	-3	6	-2.0	13	-3	6	28	-4	7	12	3
Cc1ccccc1CNS(=O)(=O)c1ccccc1[N+](=O)[O-]	0	-21	0.9	9	-4	-8	0	4	-12	-12	0
Nc1ccc(-c2n[nH]c(=O)c3ccccc23)cc1N	1	6	2.6	-100	-8	9	6	6	-1	6	-2
CCCCc1ccc(/C=C2/C(=O)ON=C2c2ccccc2)s1	3	9	0.9	-8	-70	3	12	3	3	-9	-10
O=C(CCN1C(=O)COc2ccccc21)NCCN1CCN(c2ccccc2F)CC1	1	14	2.5	18	5	3	18	-3	2	12	18
Cc1ccc(C(=O)NC2CC(C)(C)NC(C)(C)C2)cc1C	-2	-6	-2.0	-4	-6	-3	4	4	5	7	-11
CN(C)/C=N/c1cc(=O)[nH]c(=O)n1C	1	-8	3.8	22	1	6	15	-2	-18	-10	3
c1ccc(-c2cc3c(ccc4nonc43)nn2)cc1	-2	-22	7.1	-106	-38	-18	-117	13	3	-58	-15
O=C(Cn1ncc2c([nH]c3ccccc32)c1=O)Nc1cccnc1	-2	-18	-0.4	20	17	-3	19	-2	10	7	5
Cc1ccc2c(c1)C(=O)CC1(CCCC1)O2	3	-6	-1.2	-1	-9	-1	0	3	9	5	-5
Cc1ccc(OCc2nnc(SCC(=O)Nc3nccs3)n2-c2ccccc2)cc1C	-1	-2	7.0	15	8	0	15	-16	3	-9	11
COc1ccc(/C=C/C(=O)NCC(=O)N=Nc2c(O)[nH]c3ccc([N+](=O)[O-])cc23)cc1	5	-6	0.7	42	9	-4	4	-45	3	78*	6
CCOc1ccc(NC(=O)C(CC(=O)O)Cc2ccccc2)cc1 (stereo not given)	1	-10	0.8	25	-5	-6	9	5	6	10	-5
CC(O)c1nc2ccccc2n1C(C)c1ccccc1 (stereo not given)	5	-13	-0.2	6	10	5	16	-4	-5	-9	x
Nc1ncnc2c1ncn2[C@@H]1O[C@H](CNCc2c(OCc3ccccc3F)ccc3ccccc23)[C@@H](O)[C@H]1O	x	-2	-2.2	-13	15	7	-2	-10	1	22	14
COC(=O)C(C)n1nc(C)n(-c2ccc(C)cc2)c1=O (stereo not given)	-4	-5	2.7	13	5	5	23	4	-6	-3	8
COc1ccc(C(=O)N2CCCCC2c2cc(C(=O)Nc3ccc(F)c(Cl)c3)no2)cc1 (stereo not given)	x	-20	6.4	11	16	x	-17	-8	14	11	x
Nc1nnc(-c2ccncc2)s1	0	-10	-2.0	4	-10	1	9	12	-26	-9	-12
CCCCC(=O)N(c1ccc(C(=O)O)cc1)c1nc(-c2ccc(Cl)cc2)c(CC)s1	-2	-13	0.6	9	2	-10	14	-7	-3	12	7
O=C1Nc2ccccc2N(O)N1c1cc(-c2cccc(Cl)c2)no1	0	-11	-1.2	15	-6	22	-1	15	3	0	-2
COc1ccc(CCNC(=O)c2cn(C)c3ccc(S(=O)(=O)N4CCOCC4)cc3c2=O)cc1OC	0	-15	-0.1	15	-16	1	7	-5	-11	8	2
COc1ccc(CN2C(=O)c3ccccc3C(/C=N/OCc3ccc(Cl)cc3)C2=O)cc1 (stereo not given)	2	-24	-2.8	-11	7	3	-26	9	1	0	8
Cc1cccc(NC(=O)c2cc([N+](=O)[O-])ccc2Cl)c1O	0	-16	4.8	-21	6	10	-9	-5	5	-26	24
CCOC(=O)N1CCN(C(=O)CN(C)S(=O)(=O)c2ccc3c(c2)C(C)(C)C(=O)N3C)CC1	-2	-15	1.6	9	-20	-12	8	-4	-4	-7	1
Cn1cc([N+](=O)[O-])c(C(=O)NCc2ccccc2)n1	5	-18	-0.5	10	-6	-5	6	-9	-4	-16	7
CCOC(=O)C(=CNc1cccc(N)n1)C(=O)OCC	-1	2	-0.4	-1	8	10	-17	7	-5	4	3
Cc1[nH]nc2c1/C(=N\O)CC(C)(C)C2	-2	-9	0.0	3	4	-4	17	-3	-7	-1	-4
N#C/C(=C\c1ccc(O)c(O)c1)C(=O)Nc1cccc2ncccc12	0	-36	-0.6	31	31	-4	26	2	-2	3	10
Cc1ccccc1-n1c(SCC(=O)N(C)C2CCS(=O)(=O)C2)nnc1-c1ccncc1 (stereo not given)	-4	7	-0.5	4	10	4	12	4	-22	-2	10
CCN=C1SC(C(=O)Nc2cccc(Br)c2)CC(=O)N1CC (stereo not given)	1	25	4.2	13	3	-3	20	8	-15	5	-8
O=C(NCCNC(=O)c1ccc(F)cc1)c1ccc(F)cc1	0	-17	-0.3	6	-9	5	11	8	-9	-19	-4
CCOC(=O)C1CCCCN1S(=O)(=O)c1cc2c(cc1C)NC(=O)CO2 (stereo not given)	4	-25	0.9	12	-7	0	9	5	-13	-11	5
CCC(C)NC(=O)C(=O)NCC1CCCN1CC (stereo not given)	1	-7	1.4	16	3	4	11	5	1	9	-2
O=[N+]([O-])c1cccc(-c2c(-c3ccccc3)ncc3ccc(F)cc23)c1	2	-4	-0.7	-66	-23	-10	-103	-4	-2	-12	-40
CCN(CC)S(=O)(=O)c1ccc(Cl)c(NC(=O)COC(=O)c2ccc(O)cc2)c1	-3	-13	-0.5	22	10	0	14	3	0	10	-4
COc1ccccc1N1CCN(CCN2C(=O)C3CCCCN3C2=O)CC1 (stereo not given)	2	-21	0.2	8	8	2	14	4	-13	-4	4
O=S(=O)(O)c1cc(Cl)cc(N=Nc2ccc(O)cc2O)c1O	x	31	1.4	14	18	2	10	-3	4	-3	3

# This is a subset, so the mix of outcomes need not match the whole.
